SRC3 TRFRET art: TR-FRET detection interference compounds, artefact control for PPARgamma SRC-3 recruitment agonists, biochemical, TR-FRET ratio; TR-FRET ratio at 8 µM; AID 1048, 2008; TR-FRET artefact counter-screen, PPARgamma/SRC-3 format; active compounds read high; actives 0.39% (n = 99,000); in the data active = TR-FRET ratio above about 2000; also: inactives centre near 1600
SRC1 TRFRET art: TR-FRET detection interference compounds, primary screen, artefact control for PPARgamma SRC-1 recruitment agonists, biochemical, TR-FRET emission ratio. TR-FRET ratio at 8 µM. actives 0.34% (n = 99,000). TR-FRET detection artefact counter-screen; active compounds read high; in the data active = TR-FRET ratio above about 2300; also: inactives centre near 1800
Numbers without * were called inactive.

SMILES	SRC3 TRFRET art	SRC1 TRFRET art
Cc1ccccc1CSCCNC(=O)Nc1ccccc1	1502	1733
Cn1c(=NC(=O)C2=NNC(=O)CC2)sc2ccccc21	1455	1808
O=c1cc(Cc2nnc(SCc3ccccc3)n2-c2ccc(Cl)cc2)[nH]c(=O)[nH]1	1402	1880
c1coc(CNc2nc(-c3cccs3)cs2)c1	1945	2070
O=C(CCn1c(=S)[nH]c2ccccc2c1=O)NCCc1ccccc1	1698	1848
COCCn1c(C)cc(C(=O)COC(=O)c2ccc([N+](=O)[O-])o2)c1C	1643	1616
COc1ccc(CC(CC(=O)O)C(=O)NCc2ccccc2)cc1 (stereo unspecified)	1287	1565
COc1ccc(Nc2oc(COc3ccccc3OC)nc2C#N)cc1	1912	1626
O=C1c2ccccc2C(Nc2cccnc2)N1Cc1ccc2c(c1)OCO2 (stereo unspecified)	1618	1822
CCOc1ccc(NC(=S)NCCCN2CCOCC2)cc1	1299	1635
COc1ccc(NC(=S)NNC(=O)COc2ccc(Cl)cc2Cl)cc1	1629	1782
C/C(=N\NC(=O)c1c(Br)c(C)nn1C)c1cccc(NC(=O)c2ccccc2C)c1	1651	1650
COCc1cc(C)nc(N/N=C/c2ccc(-c3ccc(Cl)cc3[N+](=O)[O-])o2)c1C#N	1526	1627
NC(=O)c1cccnc1Nc1ccccc1Cl	1512	1827
O=C(CCCn1c(=O)[nH]c2ccsc2c1=O)Nc1ccc(F)cc1	1380	1600
O=C(/C=C/c1ccc(OCc2ccccc2)c(OCc2ccccc2)c1)c1cccnc1	1674	1730
Cc1ccc(OCC(=O)NC2CC(C)(C)NC(C)(C)C2)c(C)c1	1439	1897
Cc1cccc(NC(=O)CCc2ccccc2)c1	1435	1628
C=CCNC(=O)NC(=O)COn1nnc2ccc(S(=O)(=O)N(C)C)cc21	1615	1716
O=C(NCCc1ccc(Cl)cc1)c1cccs1	1748	2150

Brought forward from above: 3 entries, followed by the next part.
SMILES	SRC3 TRFRET art	SRC1 TRFRET art
Cc1cccc(NC(=O)CCc2ccccc2)c1	1435	1628
C=CCNC(=O)NC(=O)COn1nnc2ccc(S(=O)(=O)N(C)C)cc21	1615	1716
O=C(NCCc1ccc(Cl)cc1)c1cccs1	1748	2150
CCn1cc(C(=O)NCCCN2CCC(C)CC2)c(=O)c2cc(S(=O)(=O)N3CCCC3)ccc21	1537	2071
Cc1[nH]c2ccc(C(=O)N3CCCCC3)cc2c1C	1620	1770
CC(C)c1ccc(N=C(N)N=C(N)N)cc1	1617	1814
COC(=O)c1ccc(C(=O)Nc2ccc(C(C)C)cc2N)cc1	1640	1709
CCC1CC(/C(C)=N/NC(N)=O)OC1=O (stereo unspecified)	1415	1859
Cc1cc(C)c(S(=O)(=O)NCC2CCC(C(=O)NCc3ccccn3)CC2)c(C)c1 (stereo unspecified)	1626	1943
Cc1c(/C=N/NC(=O)c2cccnc2)c2ccccc2n1Cc1ccccc1	1590	1828
Cc1cc2nc(-c3cccnc3SCC(=O)NC3CC3)[nH]c2cc1C	1657	1905
CNc1nc(-c2ccc(OC)cc2)c(-c2ccc(OC)cc2)s1	1790	1729
O=C(N/N=C\c1cccc([N+](=O)[O-])c1O)C1COc2ccccc2O1 (stereo unspecified)	1639	1785
Cc1cc(C)nc(SCc2cc(=O)c(OC(=O)c3ccc(S(=O)(=O)N(C)C)cc3)co2)n1	1514	1629
CCCCn1c(SCC(=O)Nc2nnc(C)s2)nnc1-c1ccncc1	1650	1779
Fc1ccc(-c2nc3ccccc3c3nc4ccccc4n23)cc1	1486	1638
Cc1cccc(NCC(=O)c2c(N)n(C)c(=O)n(C)c2=O)c1C	1609	1594
COC(=O)c1ccc(/C=N/NC(=O)CNc2cccc(C)c2)cc1	1573	1865
COc1ccc(S(N)(=O)=O)cc1C(=O)N1CCCC1	1612	1989
Cn1c(=O)c(=O)n(C)c2cc(S(=O)(=O)N3CCN(c4ccccc4F)CC3)ccc21	1486	1520
Cn1c(Sc2ccc(C(=O)O)cc2[N+](=O)[O-])nnc1-c1ccccc1	1658	2126
Cc1cc(N2CCN(C)CC2)nc(=S)[nH]1	1678	1935
Cc1cc(C)n(-c2c(F)c(F)c(CN3CCOCC3)c(F)c2F)n1	1595	1604

Among those listed so far, these have an aryl methoxy group:
SMILES	SRC3 TRFRET art	SRC1 TRFRET art
COc1ccc(CC(CC(=O)O)C(=O)NCc2ccccc2)cc1 (stereo unspecified)	1287	1565
COc1ccc(Nc2oc(COc3ccccc3OC)nc2C#N)cc1	1912	1626
COc1ccc(NC(=S)NNC(=O)COc2ccc(Cl)cc2Cl)cc1	1629	1782
CNc1nc(-c2ccc(OC)cc2)c(-c2ccc(OC)cc2)s1	1790	1729
COc1ccc(S(N)(=O)=O)cc1C(=O)N1CCCC1	1612	1989

(cont.)
SMILES	SRC3 TRFRET art	SRC1 TRFRET art
COc1cc(/C=N/NC(N)=O)cc([N+](=O)[O-])c1O	1856	1987
CC(c1ccccc1)n1c(Cn2ncc3ccccc3c2=O)n[nH]c1=S (stereo unspecified)	1742	1835
CCCN(CC1CC1)C(=O)CCc1nnc(C(OC)c2ccccc2)o1 (stereo unspecified)	1521	1641
CC(C)C(=O)NC(=S)Nc1ccc(S(=O)(=O)N2CCN(C)CC2)cc1	1517	1619
N=c1n(CCO)c2ccccc2n1CCN1CCCCC1	1656	1990
COc1ccc(/C=C(/NC(=O)c2ccccc2)C(=O)N/N=C/c2ccncc2)cc1	1473	1890
Cc1ccc(C)c(OCCn2cc(/C=C(\C#N)C(=O)NCC3CCCO3)c3ccccc32)c1 (stereo unspecified)	1632	1920
CNC1=C(N(C(C)=O)c2ccc(Br)cc2)C(=O)c2ccccc2C1=O	1345	1525
CN(Cc1cccnc1)C(=O)c1cc(COc2ccc3ncccc3c2)on1	1558	1775
COc1ccc(C(=O)Nc2ccccc2C(=O)NC(Cc2ccc(O)cc2)C(=O)NNC(=O)c2ccccc2Cl)cc1 (stereo unspecified)	1540	1705
O=C(CCc1nc2ccccc2c(=O)[nH]1)Nc1ccc(Cl)c(Cl)c1	1488	1400
CC(=O)NC1=NN(C(C)=O)C(C)(c2ccccn2)S1 (stereo unspecified)	1399	1575
CCN1/C(=C/c2cc[n+](C)cc2)C=Cc2cc(C)ccc21	1735	2057
O=C(Nc1ccc(C(O)(C(F)(F)F)C(F)(F)F)cc1)c1ccc(Cl)c([N+](=O)[O-])c1	1644	1845
CCOc1ccc(NC(=O)C2CSC(c3ccncc3)=N2)cc1 (stereo unspecified)	1445	1872
CC(C)c1onc(C(=O)NCc2ccccn2)c1[N+](=O)[O-]	1435	1597
COc1cc(C(=O)N(CCc2ccccc2)C2CC3CCC(C2)N3C)cc(OC)c1OC (stereo unspecified)	1789	1680
CCOc1ccc(Cc2c(Cl)nc(SC)nc2N(C)C)cc1	1477	1814
Nc1ccc(OCc2ccco2)cc1	1826	1639
Cc1nnc(NC(=O)c2nn(CC(C)C)c(=O)c3ccccc23)s1	1608	2336*
COC(=O)C1CCN(c2ccc(C(N)=O)cc2[N+](=O)[O-])CC1	1715	2027
CNS(=O)(=O)c1ccc(N2CCCC2=O)c([N+](=O)[O-])c1	1451	1692
O=C(CCN1C(=O)C2C3C=CC(C4CC34)C2C1=O)Oc1ccc(Br)cc1 (stereo unspecified)	1466	2022
CC(=O)Nc1ccccc1C(=O)C(=O)Nc1ccc(C(=O)NCC2CCCO2)cc1 (stereo unspecified)	1505	1753
COCC1CCN(Cc2cn[nH]c2-c2cc3ccccc3o2)C1 (stereo unspecified)	1345	1790
O=C(N/N=C/c1cccc(O)c1)c1ccc(COc2cccc3cccnc23)cc1	1623	1827
CCC(=O)Nc1cc(C(=O)O)ccc1Sc1ccccc1	1773	1805
CC1=C(C(=O)OC(C)C)C(c2cccc([N+](=O)[O-])c2)n2c(cc(=O)[nH]c2=S)N1 (stereo unspecified)	1565	1856
CCCN(CCC)S(=O)(=O)c1ccc(N2CCCC2=O)c([N+](=O)[O-])c1	1650	2031
CCN(CC)CCNC(=S)Nc1ccc2nc3n(c(=O)c2c1)CCCCC3	1414	1690
O=C(NCCSC1CCCCC1)c1ccccc1	1460	1847
CCOc1cc(/C=C(/C#N)c2ccc(F)cc2)ccc1OCc1ccc(C(=O)O)o1	1620	1967
CN(CCC#N)C(=O)COC(=O)c1ccccc1C(=O)c1ccc(Cl)c([N+](=O)[O-])c1	1527	1633
O=C(CS(=O)(=O)c1ccccc1)NCc1ccco1	1449	1912
Cc1ccccc1NS(=O)(=O)c1cc(OCC(N)=O)c(C)cc1Cl	1546	1708
O=C(NC1CC(=O)c2sccc21)c1ccc(Cl)cc1Cl (stereo unspecified)	1635	1823
O=C(COC(=O)C1CCCCC1)Nc1ccc([N+](=O)[O-])cc1	1384	1818
COc1cc(C(=O)Nc2ccc3c(c2)N(C(=O)CCN(C)C)c2ccccc2CC3)cc(OC)c1OC	1653	1767
CCO[C@@H]1OC(C(=O)NCc2ccccc2)=C[C@H](c2ccccc2)[C@H]1CCCO	1510	1617
O=C(Nc1nc(-c2ccc3c(c2)OCO3)cs1)C1COc2ccccc2O1 (stereo unspecified)	1614	1667

Brought forward from above: two compounds, followed by the next part.
SMILES	SRC3 TRFRET art	SRC1 TRFRET art
CCO[C@@H]1OC(C(=O)NCc2ccccc2)=C[C@H](c2ccccc2)[C@H]1CCCO	1510	1617
O=C(Nc1nc(-c2ccc3c(c2)OCO3)cs1)C1COc2ccccc2O1 (stereo unspecified)	1614	1667
CC(CC(=O)O)C(=O)c1ccc(Cl)c([N+](=O)[O-])c1 (stereo unspecified)	1512	2017
COc1cc(C(=O)NCc2ccc3c(c2)cc(C)n3C)cc(OC)c1OC	1517	1858
CCCCNC(=S)N(Cc1c(C)noc1C)c1ccccc1	1642	1916
COCCNC(=O)NC(=O)COC(=O)c1ccc2[nH]c3c(c2c1)CCCC3	1703	2021
C#CCOCCOCCOCCNc1nc(N2CCN(C(=O)[C@H](CCCCN)n3cc(C(N)[C@H](C)CC)nn3)CC2)nc(N2CCN(C(=O)[C@H](CCC(=O)O)n3cc(C(N)[C@H](C)CC)nn3)CC2)n1 (stereo partly specified)	1485	1510
COc1ccc2c(C)c(Cc3ccccc3)c(=O)oc2c1OC	1680	1844
COc1cc(N(C(=O)Cc2cccs2)C(C(=O)NC2CCCCC2)c2ccc(C)cc2)ccc1-n1cnnn1 (stereo unspecified)	1656	1794
O=C(Cc1c(F)cccc1Cl)Nc1ccccc1N1CCCCC1	1586	1606
COc1ccccc1NS(=O)(=O)c1cccc(C(=O)N/N=C2\CC(=O)CC(C)(C)C2)c1	1772	2056
C=CCN(c1cccc(C(F)(F)F)c1)S(=O)(=O)c1cccc(C(=O)OCC(=O)NC)c1	1650	2017
O=C(/C=C/c1cccc(Br)c1)NCC1CCCCC1	1589	1745
Cc1ccc(/C=C2/C(=O)N=C(N)N2C)s1	1820	1800
CCNc1ncnc2c1cnn2C	1625	1632
COc1cccc(-n2cnc3cccc(N)c32)c1	1539	1710
O=C(NNC(=O)c1ccc2ncccc2c1)c1ccc(Cl)cc1	1636	1763
O=C(O)c1cccc(S(=O)(=O)Nc2ccccc2-c2ccccc2)c1	1513	1788
COc1ccc(CCNC(=S)Nc2cccc3ccccc23)cc1	1551	1889
Cc1ccc(S(=O)(=O)Nc2nc(C)c(C(=O)Nc3ccccc3)s2)cc1	1757	2106
COc1cc2c(cc1OC)C(c1ccccc1)N(C(=O)CSCC(=O)O)CC2 (stereo unspecified)	1718	1926
COc1ccc(NC(=O)CSC2CC(=O)N(c3ccc4c(c3)OCCO4)C2=O)cc1 (stereo unspecified)	1537	1861
C=CCN(c1ccc(C(=O)Nc2ccc3c(c2)OCO3)cc1)S(C)(=O)=O	1580	1947
O=C(NCc1ccc(F)cc1)c1noc2c1CCCCC2	1426	2019
Cc1csc(SCC(=O)N(C)c2c(N)n(Cc3ccccc3)c(=O)[nH]c2=O)n1	1420	1770
Cc1ccc(C(=O)O/N=C(\c2ccccc2)c2ccncc2)cc1	1450	1841
CCc1cc2c(C)cc(=O)oc2cc1Oc1ncccc1[N+](=O)[O-]	1703	1682
CC(=O)Nc1scc(-c2ccccc2)[n+]1-c1ccc(C)cc1	1646	1745
CSc1nc(-c2ccccc2)c(C#N)c(=O)n1C	1544	1796
O=C(NCCOCCNC(=O)OCc1ccccc1)OCc1ccccc1	1383	1958
CCc1ccc(CN(C)Cc2nc(Cc3cccc(C(F)(F)F)c3)no2)nc1	1481	1580
CC(C)(C)C(=O)N1CCC(O)(CS(=O)(=O)c2ccc(Cl)c(Cl)c2)CC1	1514	1893
O=C(/C=C/c1ccc(OC(F)F)cc1)OCC(=O)N1CCN(C(=O)c2ccco2)CC1	1506	1598
O=C(Nc1nc(-c2ccc3c(c2)OCO3)cs1)C1CC1	1536	1887
NC(=O)Cc1nc2scc(-c3ccc(Cl)cc3)c2c(=O)[nH]1	1612	1892
CCOC(=O)c1cn2c(C)cccc2n1	1374	2093
COC(=O)N/N=C\c1cc2c(cc1Br)OCO2	1653	2014
Cc1sc2nc(CSCC(=O)N(C)c3ccccc3)[nH]c(=O)c2c1C	1560	1541
O=C(CSc1nc2cc(Cl)ccc2c(=O)n1Cc1ccco1)Nc1ccc(S(=O)(=O)N2CCOCC2)cc1	2505*	2098
CCC(C)(C)n1nnnc1C(c1ccc(Cl)cc1)N1CCN(C)CC1 (stereo unspecified)	1535	1444

4 compounds drawn at random from the list so far:
SMILES	SRC3 TRFRET art	SRC1 TRFRET art
CCOc1ccc(NC(=O)C2CSC(c3ccncc3)=N2)cc1 (stereo unspecified)	1445	1872
O=C(N/N=C/c1cccc(O)c1)c1ccc(COc2cccc3cccnc23)cc1	1623	1827
CC(C)C(=O)NC(=S)Nc1ccc(S(=O)(=O)N2CCN(C)CC2)cc1	1517	1619
COc1ccc(NC(=O)CSC2CC(=O)N(c3ccc4c(c3)OCCO4)C2=O)cc1 (stereo unspecified)	1537	1861
